S3 lipid droplet: qHTS Assay for Lipid Storage Modulators in Drosophila S3 Cells; actives 0.64% (n = 320,000); Drosophila S3 cells, BODIPY lipid droplet fluorescence, 18-24 h; cells fed with added oleic acid; AID 2685; Potency in µM for hits, for the others lipid storage change, negative = inhibition, % at the top dose, mostly 46.1 µM; active = well fitted inhibition curve with a large enough effect in the signal ratio, with a control signal flat, not every such curve was filed as active; inconclusive = small, poorly fitted or top-dose-only effect, or effect the other way, or a change in a side signal; the % refers to the signal ratio
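Drosophila S3 cells loaded with oleic acid (400 uM, as added) and compounds at several concentrations; lipid droplets imaged by 488-nm laser-scanning cytometry, 500–530 nm intensity and object ratio to cell channel. Percent activity normalized to 20 uM Triacsin C.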
S3 lipid droplet cell count max: further read-out of S3 lipid droplet, marked with its call; cell number change, %; measured here: cell count max response;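 cells counted by Cell Tracker Red CMTPX staining in the red channel; peak over a dose series mostly up to 46.1 µM; percent activity relative to internal control wells on each plate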
Numbers without * were called inactive; i = inactive; u = inconclusive; x = no result given. % is scaled to controls: 0 for no effect and ±100 for the full control effect; potency is read from the fitted curve at half-maximal effect. Some of the compounds tested (hit frequency here may not be typical).

| SMILES | S3 lipid droplet | S3 lipid droplet cell count max |
| --- | --- | --- |
| O=S(=O)(c1ccc(Cl)cc1)N1CCCN(c2nc3ccc(Cl)cc3s2)CC1 | 1% | 15 |
| O=C(Cc1ccccc1)NCC(=O)N1CCC2(CC1)NCCc1[nH]cnc12 | i | x |
| O=C(CN1CCCCC1)Nc1ccc(N2CCCCCC2)cc1 | -3% | 18 |
| CCCN(CCC)CC(O)CN(c1ccccc1)S(=O)(=O)c1ccc(C)cc1 (stereo unspecified) | u | x |
| COCCCNC(=O)c1cc2cc3cc(OC)ccc3nc2o1 | -36% | -12 |
| C=CCn1c(Cc2ccc(OC(C)C)c(Cl)c2)nnc1SCC(N)=O | u | x |
| Cc1cc2c(C)nc(N/N=C/c3ccc([N+](=O)[O-])cc3)nc2o1 | 0% | 9 |
| O=S(=O)(c1ccccc1)N1CCC(Oc2ccc(-n3cnnn3)cc2)CC1 | u | x |
| COc1ccc(C(=O)Nc2ccc(-c3n[nH]c(=S)o3)cc2)cc1 | i | 5 |
| Cc1ccccc1OCCCC(=O)NCc1ccco1 | 0% | 17 |
| Cn1c(=O)c2c(nc(Cl)n2CC(=O)N2CCCCC2)n(C)c1=O | 0% | 18 |
| O=C(CCCN1C(=O)/C(=C\c2cccs2)SC1=S)NNC(=O)c1ccncc1 | u | x |
| CCCCOc1ccc([N+](=O)[O-])cc1C(=O)O | u | x |
| COC(=O)c1ccc(NC(=O)c2ccccc2)o1 | u | x |
| COc1ccc(OC)c(C2=NOC(C(=O)NCCN3CCOCC3)C2)c1 (stereo unspecified) | u | x |
| O=S(=O)(c1ccccc1)c1cnc2ccccc2c1 | u | x |
| CN(c1ccccc1C(=O)N1CCc2ccccc2C1)S(C)(=O)=O | u | x |
| COc1ccc(N2CCN(C(=O)c3ccc4c(c3)CC(c3ccccc3)OC4=O)CC2)cc1 (stereo unspecified) | u | x |
| CC1CCc2sc(C(=O)N(C)CC(=O)Nc3cccc(F)c3)cc2C1 (stereo unspecified) | -1% | x |
| Cc1cc(C)nc(N2N=C(C(F)(F)F)CC2=O)n1 | 16% | 10 |
| Cc1ccc(Nc2c(-c3ccc(N4CCOCC4)cc3)nc3ncccn23)cc1C | u | x |
| O=C(Cc1ccccc1)Nc1ccc(N2CCN(Cc3ccccc3F)CC2)cc1 | u | x |
| S=c1[nH]nc(CCc2ccccc2)n1-c1ccccc1 | u | x |
| COc1ccc(N2CCN(CCC(N)=O)CC2)cc1 | u | x |
| Cc1ccc(N(Cc2cc3ccc(C)cc3[nH]c2=O)C(=O)c2ccco2)cc1 | 16% | 7 |
| COc1ccc(N2CCN(S(=O)(=O)c3ccc4c(c3)CC(C)N4C(=O)C3CC3)CC2)cc1 (stereo unspecified) | u | x |
| O=C(c1cccs1)N1CCCC(c2nc3c(nnn3Cc3ccccc3)c(=O)[nH]2)C1 (stereo unspecified) | u | x |
| COc1ccc(CN2C(=O)c3ccccc3C(/C=N\OCc3ccc(C)cc3)C2=O)cc1 (stereo unspecified) | 13% | 19 |
| CCC(=O)NC(=S)Nc1ccc(NC(=S)NC(=O)c2ccc(C)cc2)cc1 | u | x |
| O=c1[nH]c2ccccc2c2nc3ccccn3c12 | u | x |
| c1cc2c(cc1-c1[nH]ncc1CN1C[C@H]3CC[C@H]1C3)OCO2 | 6% | 10 |
| COc1cc(/C=N/n2cnnc2)ccc1OC(=O)c1cccnc1 | i | x |
| Cn1cccc1CNC(=S)Nc1ccccc1F | u | x |
| CC(C)NC(=O)CSc1nc2ccccc2n1CC(=O)N(C(C)C)C(C)C | 0% | 30 |
| COc1ccc(Nc2nc(C)cc(C)c2C#N)c(OC)c1 | u | x |
| O=C(CN(Cc1ccccc1)C(=O)CCC(=O)Nc1nccs1)NCc1ccccc1 | -11% | -17 |
| CCN(Cc1nc2ccccc2c(=O)[nH]1)C(=O)COc1ccccc1-c1ccccc1 | u | x |
| OC(CNCc1ccc(-c2ccccc2)cc1)c1ccccc1 (stereo unspecified) | u | x |
| COc1cccc(OC)c1C(=O)Nc1ccc(C(=O)c2ccncc2)cc1 | i | -18 |
| Cc1csc(C(C)N(C)C(=O)CCc2nnc(CCc3ccccc3)o2)n1 (stereo unspecified) | 18% | -2 |
| COc1cc(C(=O)NNC(=O)C2CSC3(C)CCC(=O)N23)cc(OC)c1OC (stereo unspecified) | 8% | 3 |
| CC1CCN(c2c([N+](=O)[O-])nn(-c3ccc4c(c3)OCCO4)[n+]2[O-])CC1 | u | x |
| O=C(NCc1n[nH]c(=S)n1-c1ccc(Cl)c(Cl)c1)c1ccc(S(=O)(=O)N2CCCCC2)cc1 | u | x |
| CCCCCCN1Cc2ccccc2C1 | 11% | -13 |
| CCc1cc2c(=O)c(-n3cnc4ccccc43)coc2cc1O | u | x |
| Cc1nc(N2CCN(S(=O)(=O)c3ccc(Br)cc3)CC2)c2c(C)c(C)sc2n1 | 1% | -2 |
| CCCN(CCC)C(=O)Cn1c(=O)n(CCCC(=O)NCc2ccco2)c(=O)c2sccc21 | -1% | 3 |
| O=C1N=c2ccccc2=C1c1sc(=S)n(NC(=O)c2cccc(O)c2)c1O | 7% | 2 |
| O=C(CN1CCOC1=O)N1CCCC(N2CCN(c3cccc(C(F)(F)F)c3)CC2)C1 (stereo unspecified) | i | -10 |
| Cc1cc(OCC(=O)NCCO)ccc1Cl | 3% | -5 |
| Cc1ccc2c(c1)C(c1ccc(N3CCOCC3)cc1)=NNC(c1cccs1)=N2 | u | x |
| Cc1cccc(S(=O)(=O)Nc2nc3ccccc3nc2NCc2ccc3c(c2)OCO3)c1 | u | x |
| CC(=O)c1c(C)[nH]c(C(=O)NCc2ccccn2)c1C | u | x |
| Cc1ccc(CNC(=O)c2coc(=O)c3ccccc23)o1 | i | x |
| CCN(C(=O)COC(=O)c1ccc(=O)n(Cc2ccccc2)n1)C1CCCCC1 | u | x |
| CCOC(=O)NC1(C(F)(F)F)C(=O)NC(C)=C1C#N (stereo unspecified) | u | x |
| CCCN1CCN(C(=O)C2CCN(S(=O)(=O)c3ccc4c(c3)oc(=O)n4C)CC2)CC1 | u | x |
| CC(NS(=O)(=O)c1cn(C)c(=O)n(C)c1=O)c1ccccc1 (stereo unspecified) | 35% | 28 |
| CCS(=O)(=O)N1Cc2ccccc2CC1C(=O)Nc1cc(S(C)(=O)=O)ccc1Cl (stereo unspecified) | u | x |
| CC(=O)NCCc1nc2ccccc2n1Cc1ccc(Cl)cc1 | u | x |

Overlap with the part before: three entries, followed by the next part.
| SMILES | S3 lipid droplet | S3 lipid droplet cell count max |
| --- | --- | --- |
| CC(NS(=O)(=O)c1cn(C)c(=O)n(C)c1=O)c1ccccc1 (stereo unspecified) | 35% | 28 |
| CCS(=O)(=O)N1Cc2ccccc2CC1C(=O)Nc1cc(S(C)(=O)=O)ccc1Cl (stereo unspecified) | u | x |
| CC(=O)NCCc1nc2ccccc2n1Cc1ccc(Cl)cc1 | u | x |
| O=C(Nc1ccccc1)C1CC(=O)n2c(nc3ccccc32)N1 (stereo unspecified) | u | x |
| COc1ccc(NC(=O)CSc2nnnn2C)c([N+](=O)[O-])c1 | 6% | 19 |
| COc1cccc(NS(=O)(=O)c2c(C)cc(C)cc2C)c1 | u | x |
| CN(C)c1cccc(C(=O)N/N=C/c2ccccc2F)c1 | u | x |
| COC(=O)CSc1nnc2c3c4c(sc3nc(-n3nc(C)cc3C)n12)COC(C)(C)C4 | u | x |
| O=C(CNC(=O)N1CC(=O)Nc2ccccc21)Nc1nccs1 | u | x |
| O=c1oc(C2(O)CCCCC2)cc2ccc(/C=C/c3ccc(F)cc3)cc12 | u | x |
| COc1cccc(OC)c1OCCCSc1nc(C)cc(=O)[nH]1 | u | x |
| CCOCCCNC(=O)C(c1ccc(Cl)cc1)N1CCN(C(=O)c2ccco2)CC1 (stereo unspecified) | u | x |
| COc1c(Cl)cc(-c2noc(C)c2C(=O)NC(C)C)cc1Cl | 13% | -1 |
| CCOC(=O)CC1C(=O)NCCN1C(=O)Nc1ccccc1 (stereo unspecified) | u | x |
| CCCCNC(=S)NCCN1CCCCC1 | -3% | -19 |
| COc1ccc(N(CC(=O)Nc2cccc(N(C)S(C)(=O)=O)c2)S(=O)(=O)c2ccc(C)cc2)cc1 | -9% | -4 |
| Oc1c(Br)cc(C=Nc2ccc3nc(-c4ccccc4)[nH]c3c2)c(O)c1Br | -12% | 1 |
| O=C(CN(C(=O)c1csnn1)c1cccc(C(F)(F)F)c1)NC1CCCC1 | u | x |
| CCOC(=O)c1[nH]c(C)c(C(=O)OCc2ccc(C)cc2)c1C | u | x |
| N#Cc1c(N)nc2c(c1-c1ccncc1)CCCC2 | u | x |
| CC1(C)C(O)=C(c2nc3ccccc3[nH]2)C(=N)N1c1ccccc1 | -6% | -3 |
| COc1ccc(N2C(=O)CC(c3ccccc3)CC2=O)cc1 | u | x |
| Cc1ccc(S(=O)(=O)N2CCC(=O)N(C(COCc3ccc(Cl)cc3)C(C)C)CC2)cc1 (stereo unspecified) | u | x |
| CC(=O)c1cccc(NC(=O)C(C)OC(=O)CN2C(=O)NC(C)(C)C2=O)c1 (stereo unspecified) | -5% | -1 |
| O=C(CSc1nnc(CNC(=O)c2c(F)cccc2Cl)o1)NCc1ccc(F)cc1 | u | x |
| COc1ccc(-c2cc(C(F)(F)F)n3nc(C(=O)N4CCCCC4)cc3n2)cc1OC | i | 19 |
| CC(C)(O)C#Cc1ccc(CN2CCN(C3CCCC3)C(CCO)C2)cc1 (stereo unspecified) | 10% | 17 |
| Cn1c2ccccc2c2nnc(SC3CCOC3=O)nc21 (stereo unspecified) | 20% | 11 |
| N#Cc1ccc(NC(=O)COC(=O)c2ccc(F)c(S(=O)(=O)N3CCOCC3)c2)cc1 | u | x |
| COc1ccc(OCCn2cncn2)cc1 | u | x |
| COc1ccc(N(CC(=O)N2CCOCC2)S(C)(=O)=O)cc1OC | i | 8 |
| Nc1nnnn1/N=C\c1ccc(Cl)c([N+](=O)[O-])c1 | -21% | -14 |
| Cc1ccc2nc(-c3ccc(NC(=O)CN(c4ccccc4C)S(C)(=O)=O)cc3)sc2c1 | u | x |

Some of these compounds in order of the S3 lipid droplet cell count max value, descending.
mol | S3 lipid droplet cell count max
Cc1ccccc1OCCCC(=O)NCc1ccco1 | 17
Cn1c2ccccc2c2nnc(SC3CCOC3=O)nc21 (stereo unspecified) | 11
Cc1cc2c(C)nc(N/N=C/c3ccc([N+](=O)[O-])cc3)nc2o1 | 9
COc1cc(C(=O)NNC(=O)C2CSC3(C)CCC(=O)N23)cc(OC)c1OC (stereo unspecified) | 3
Cc1cc(OCC(=O)NCCO)ccc1Cl | -5

(next part)
| SMILES | S3 lipid droplet | S3 lipid droplet cell count max |
| --- | --- | --- |
| Cc1oc2ccc(O)c(CN3CCOCC3)c2c1C(=O)c1ccc(Cl)cc1 | u | x |
| O=C(NCc1cnc2ccccn12)C1CCC(=O)N(Cc2ccccc2F)C1 (stereo unspecified) | i | -4 |
| O=C(/C=C/c1ccc(OC(F)F)cc1)OCC(=O)N1CCC(c2ccccc2)=N1 | 6% | -20 |
| Cc1c(C(c2ccccc2)c2c(C)n(C)n(-c3ccccc3)c2=O)c(=O)n(-c2ccccc2)n1C | 14% | -15 |
| Cc1nc(NC(=O)c2ccc(Br)o2)sc1C | u | x |
| NS(=O)(=O)c1ccc(CCNCC(=O)NCc2ccccc2Cl)cc1 | 10% | 9 |
| CC(C)NC(=O)c1noc2cc([N+](=O)[O-])ccc12 | 10% | x |
| CCCS(=O)(=O)N1CCC(C(=O)N2CCOCC2)CC1 | -2% | 15 |
| Cc1cccc(C)c1Nc1c(-c2ccc(N3CCOCC3)cc2)nc2cnccn12 | u | x |
| CCOc1cc(C(=O)OCC(=O)Nc2c(C)cccc2C)ccc1OCC(=O)N1CCOCC1 | u | x |
| CCCc1cc(-c2nc(N)ncc2-c2ccc3c(c2)OCCCO3)c(O)cc1OC | u | x |
| Cc1ccccc1Cn1cc(NC(=O)c2cc3nc(-c4ccco4)cc(C(F)(F)F)n3n2)cn1 | u | x |
| COc1ccc(NS(=O)(=O)c2cc(NC(=O)/C=C/c3ccccc3OC)ccc2N2CCCCC2)cc1 | u | x |
| O=C(CSc1nnc(-c2cccs2)o1)NCC1CN(Cc2ccccc2)CCO1 (stereo unspecified) | u | x |
| COC(=O)c1c(NC(=O)C(C)(C)C)sc2c1C(C(=O)OC)CC2 (stereo unspecified) | 7% | -13 |
| O=C(COC(=O)c1ccc(=O)[nH]c1)Nc1cccc(S(=O)(=O)N2CCOCC2)c1 | 6% | 4 |
| C=CCn1c(SCC(=O)c2ccc(OC)cc2)nnc1-c1cc2cccc(OC)c2o1 | u | x |
| CCN(C(=O)c1cc(S(=O)(=O)N2CCOCC2)cn1C)c1cccc(C)c1 | 28% | 17 |
| COc1cc(C(=O)NCCN2CCOCC2)cc(OC)c1OC | u | x |
| CC(C)Oc1ccc(S(=O)(=O)N2CCCCC2)cc1NC(=O)CN1CCCC1c1cccs1 (stereo unspecified) | 4% | 1 |
| CCc1ccc(NC(=O)C2C3C=CC(C4CC34)C2C(=O)O)cc1 (stereo unspecified) | 4% | -2 |
| CCCc1cc(=O)[nH]c(SCC(N)=O)n1 | u | x |
| CCN(CC)S(=O)(=O)c1cccc(C(=O)OCC(=O)N2CC(=O)Nc3ccccc32)c1 | u | x |
| COc1ccc(NS(=O)(=O)c2cc(NC(=O)c3ccco3)ccc2N2CCCC2)cc1 | 16% | -6 |
| Cc1cccc2cc(C#N)c(NCCNC(=O)NC3CCCCC3)nc12 | u | x |
| COc1ccc(-n2nnnc2SCC(=O)Nc2nnc(C)s2)cc1 | u | x |
